Compound activity (PubChem)
Vif-A3F inh: Vif-A3F binding inhibition; HeLa A3F-eYFP + Vif (tagged APOBEC3F with the HIV-1 protein that degrades it), YFP fluorescence increase; Potency, µM (top dose mostly 46.1 µM), for inactives: at the highest dose activity, negative = active; 0.2% of 390,000 active; further: potency means the concentration at half of the fitted maximal effect; % of control where 0% means no effect; nearly all actives have a fitted effect of over 65% in size
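Fluorescence increase (Ex 488/Em 500-530) after overnight compound treatment at 37 deg C flags inhibition of Vif-driven A3F-eYFP loss in stable HeLa A3F-eYFP/Vif cells seeded overnight beforehand.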
Vif-A3G inh: blocks the Vif interaction with human APOBEC3G. Q9HC16. HeLa A3G-eYFP + Vif (tagged APOBEC3G with the HIV-1 protein that degrades it), YFP fluorescence, overnight. Potency, µM (highest dose often 46.1 µM), for inactives: top-dose activity, negative = active, hits mostly inhibitors. 0.076% of 410,000 active;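 further: potency means the concentration at half of the fitted maximal effect; on the % scale 0 is the no-effect control and ±100 the full control effect; nearly all actives have a fitted effect of over 60% in size; hits raise eYFP signal because A3G escapes Vif-driven loss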
Target sequence (Q9HC16 whole entry, looked up): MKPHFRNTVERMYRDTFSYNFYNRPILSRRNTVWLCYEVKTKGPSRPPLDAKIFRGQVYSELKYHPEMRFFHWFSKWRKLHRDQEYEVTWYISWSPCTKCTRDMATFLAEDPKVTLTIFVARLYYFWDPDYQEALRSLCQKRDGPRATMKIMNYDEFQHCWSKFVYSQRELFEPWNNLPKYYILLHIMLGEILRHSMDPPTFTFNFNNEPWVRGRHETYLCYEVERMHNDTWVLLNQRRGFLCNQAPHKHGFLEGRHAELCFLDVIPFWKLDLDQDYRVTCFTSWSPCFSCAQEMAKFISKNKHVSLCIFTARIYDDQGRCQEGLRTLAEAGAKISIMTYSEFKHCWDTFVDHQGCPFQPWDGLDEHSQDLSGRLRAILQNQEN
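Read-out is eYFP fluorescence (Ex 488/Em 500-530) from Vif-expressing HeLa A3G-eYFP cells; more signal means A3G escaped Vif-mediated degradation. Cells plated overnight, compound pinned in, incubated overnight at 37 deg C.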
GRP78 ERSR act: inducers of ER stress response in human glioma cells | AID 602332 | U87-MG GRP78 promoter luciferase reporter, 16 h | 0.02% of 420,000 active | Potency, µM, inactives show top-dose activation, usual class: activators; further: potency means the concentration at half of the fitted maximal effect; series mostly up to about 76 µM; % of control where 0% means no effect; nearly all actives have a fitted effect of over 35% in size
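ERSR induction read as luciferase luminescence (Bright-Glo, 10 min at room temperature) in stably transfected human U87-MG glioma cells exposed to compounds for 16 h, using GRP78 as sensor.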
RXFP1 ag: activates the human relaxin receptor RXFP1; HEK293T-RXFP1 cAMP TR-FRET, 30 min; response scale: percent of porcine relaxin response, buffer zero; Q9HBX9; 0.3% of 370,000 active; Potency, µM (highest dose often 57.5 µM), without a hit: top-dose activation, most hits filed as activators; further: potency means the concentration at half of the fitted maximal effect; on the % scale 0 is the no-effect control and ±100 the full control effect; nearly all actives have a fitted effect of over 60% in size; many of its hits are not listed in these tables
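cAMP rise read by TR-FRET after 30 min, 37C compound exposure (up to 58 uM) in RXFP1-transfected HEK293 cells with Ro 20174 present. EC50 from Hill-equation fits, with 29 nM porcine relaxin as 100% and buffer as basal.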
LDHA inh: LDHA (human) enzyme inhibition. purified LDHA, NADH/diaphorase-resazurin fluorescence; active compounds read low. activity change, % (values are at about 110 or 230 µM). 0.15% of 480,000 active. AID 1347041; in the data active means activity change below about -30%; inconclusive means mostly about -25% to -30%;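 further: plate controls were DMSO wells for no effect and wells without enzyme for full effect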
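Human LDH5 (2 nM) was incubated with 0.06 mM NADH and 0.2 mM pyruvate for 5 min at room temperature in Tris pH 7.4. Remaining NADH was coupled through diaphorase/resazurin, and resorufin fluorescence was read at 0 and 20 min.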
TrxR1 substrate: substrates of rat thioredoxin reductase 1 | O89049 | purified TrxR1 substrate turnover, NADPH consumption readout | Potency, µM (top dose mostly 114 µM), without a hit: top-dose activity change, negative = substrate turnover | 0.01% of 390,000 active; further: potency means the concentration at half of the fitted maximal effect; on the % scale 0 is the no-effect control and ±100 the full control effect; nearly all actives have a fitted effect of over 50% in size
Target sequence (O89049 whole entry, looked up): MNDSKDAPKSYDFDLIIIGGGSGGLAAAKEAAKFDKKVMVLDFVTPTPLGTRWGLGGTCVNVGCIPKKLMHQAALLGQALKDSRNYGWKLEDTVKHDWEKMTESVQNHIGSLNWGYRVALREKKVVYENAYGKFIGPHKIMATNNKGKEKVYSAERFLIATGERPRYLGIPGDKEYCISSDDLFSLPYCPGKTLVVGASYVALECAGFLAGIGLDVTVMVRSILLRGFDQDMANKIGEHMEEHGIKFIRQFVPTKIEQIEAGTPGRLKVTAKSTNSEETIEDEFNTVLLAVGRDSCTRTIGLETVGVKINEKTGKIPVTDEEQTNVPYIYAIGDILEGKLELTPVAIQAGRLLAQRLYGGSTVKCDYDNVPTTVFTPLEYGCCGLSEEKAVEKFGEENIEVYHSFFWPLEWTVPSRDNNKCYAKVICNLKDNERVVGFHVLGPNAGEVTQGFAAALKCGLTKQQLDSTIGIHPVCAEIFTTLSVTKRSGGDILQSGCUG
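Rat TrxR1, dispensed at 90 nM, was prereduced with 400 uM NADPH (final) for 5 min at ~22 deg C, then incubated with compound 15 min before 400 uM selenite. A first-read NADPH fluorescence drop versus no-compound background flagged substrates.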
IDH1 R132H inh: blocks human mutant IDH1 R132H enzyme | IDH1-R132H enzyme, NADPH consumption, diaphorase/resazurin fluorescence | AID 602179 | 0.093% of 390,000 active | O75874 | Potency, µM (highest dose often 76.6 µM), inactives show top-dose activity change, negative = inhibition, usual class: inhibitors; further: potency means the concentration at half of the fitted maximal effect; on the % scale 0 is the no-effect control and ±100 the full control effect; nearly all actives have a fitted effect of over 65% in size
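IDH1-R132H (0.5 ug/mL) preincubated 30 min with compound, then NADPH (0.016 mM) and alpha-KG (2 mM) added; 80 min at RT, pH 7.5. Remaining NADPH coupled via diaphorase/resazurin to fluorescence (540/590 nm); concentration-response curves normalized to no-enzyme control.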
USP1 inh: blocks the human USP1/UAF1 deubiquitinase complex. O94782. 0.23% of 390,000 active. AID 743255. Potency, µM (series often up to 57.1 µM), without a hit: at the top dose activity change, negative = inhibition, most hits filed as inhibitors. recombinant USP1/UAF1, Ub-Rhodamine cleavage fluorescence; further: potency means the concentration at half of the fitted maximal effect; on the % scale 0 is the no-effect control and ±100 the full control effect; nearly all actives have a fitted effect of over 60% in size; inactives centre near -12
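Step one: compound is pinned into 1nM USP1/UAF1 in HEPES pH 7.8 buffer with TCEP. Step two: 15 min room-temperature incubation. Step three: Ub-Rho (150nM final) starts cleavage, tracked by fluorescence over six one-minute reads.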
PI4K2A inh: blocks human PI4K2A kinase activity; Q9BTU6; purified PI4K2A, ADP-Glo luminescence, 1 h; active compounds read low; activity change, negative = inhibition, % at 76.9 µM; 0.13% of 420,000 active; AID 1346378; in the data active means activity change below about -50%; inconclusive means mostly about -30% to -49%;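 further: -100% = wells without enzyme as full effect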
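ADP-Glo luminescence measured ADP generated by PI4K2A enzyme (4 ug/mL before mixing) with 1.2 mM PI substrate (pre-mix) and 300 microM ATP (pre-mix). Tris pH7.5 buffer with MgCl2, Triton X-100; 1 h reaction at ambient temperature.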
Active calls of the source: *; ? = inconclusive; / = no result given; [ ] = remark or other dose. Unless noted, the call rests on the fitted dose curve; in most records, active means well fitted curve in the direction sought with a large enough effect; inconclusive means small, poorly fitted or top-dose-only effect, or another doubt; inactive means no such curve, though single readings can be large; an effect the other way counts as inactive or inconclusive.

SMILES	Vif-A3F inh	Vif-A3G inh	GRP78 ERSR act	RXFP1 ag	LDHA inh	TrxR1 substrate	IDH1 R132H inh	USP1 inh	PI4K2A inh
Cc1cc(F)ccc1NS(=O)(=O)c1cccc2nsnc12	0%	2%	-4%	0.6%	-4	-3%[57.1 µM]	7%	-4%	-4
COc1ccc(N(C(=O)c2cc3ccccc3oc2=O)C2C=CS(=O)(=O)C2)cc1 (stereo not drawn)	-18%	-1%	1%	-1.1%	-9	9%[57.1 µM]	18%	-9%	-8
O=C1CCCC/C1=C/Nc1cccc(C(F)(F)F)c1	0%	0%	2%	0.5%	-10	-9%	18%	-23%	0
C1CCN(Cc2nnnn2C2CCCC2)CC1	-8%	2%	-3%	1.5%	-17	14%	2%	-6%	-1
CCCN1C(=O)/C(=C2/C=Cc3ccccc3N2CC)SC1=S	0%	5%	-1%	2.9%	-3	-3%	-3%	-6%	0
O=C(NCC(F)(F)F)Nc1nnc(C(F)(F)F)s1	-2%	-1%	-7%	0.1%	-7	-13%	0%	-6%	2
CC1(Cc2cccc(C(F)(F)F)c2)C(=O)Nc2c(Cl)ccc(Cl)c21 (stereo not drawn)	/	-9%	-3%	/	-2	/	/	/	1
O=C(Cc1ccc(Br)cc1)Nc1ccc(Cl)cc1	-12%	3%	0%	-1.5%	-1	-11%	-10%	-15%	0
CN1CCN(C(=O)C2CCCN(S(=O)(=O)c3ccc(F)cc3)C2)CC1 (stereo not drawn)	-7%	0%	1%	0.2%	-21	-2%	-1%	-9%	4
CSc1nsc(N/N=C/c2ccc3c(c2)OCO3)c1C#N	0%	1%	6%	-0.8%	-2	3%	8%	-20%	-2
CCc1c(C(=O)Nc2ccccc2C(N)=O)csc1C	1%	-7%	2%	-0.8%	2	-4%	12%	-23%	17
N#Cc1ccc(OC(=O)c2cnccn2)cc1	-7%	-6%	-4%	0.8%	-2	11%	5%	-19%	-3

Sorted by SMILES length (highest first): part of the list above
SMILES	Vif-A3F inh	Vif-A3G inh	GRP78 ERSR act	RXFP1 ag	LDHA inh	TrxR1 substrate	IDH1 R132H inh	USP1 inh	PI4K2A inh
COc1ccc(N(C(=O)c2cc3ccccc3oc2=O)C2C=CS(=O)(=O)C2)cc1 (stereo not drawn)	-18%	-1%	1%	-1.1%	-9	9%[57.1 µM]	18%	-9%	-8
CN1CCN(C(=O)C2CCCN(S(=O)(=O)c3ccc(F)cc3)C2)CC1 (stereo not drawn)	-7%	0%	1%	0.2%	-21	-2%	-1%	-9%	4
CCCN1C(=O)/C(=C2/C=Cc3ccccc3N2CC)SC1=S	0%	5%	-1%	2.9%	-3	-3%	-3%	-6%	0
Cc1cc(F)ccc1NS(=O)(=O)c1cccc2nsnc12	0%	2%	-4%	0.6%	-4	-3%[57.1 µM]	7%	-4%	-4
O=C1CCCC/C1=C/Nc1cccc(C(F)(F)F)c1	0%	0%	2%	0.5%	-10	-9%	18%	-23%	0

Next section:
SMILES	Vif-A3F inh	Vif-A3G inh	GRP78 ERSR act	RXFP1 ag	LDHA inh	TrxR1 substrate	IDH1 R132H inh	USP1 inh	PI4K2A inh
N#Cc1ccc(N2CCc3ccccc3C2)c([N+](=O)[O-])c1	6%	-8%	-3%	3.3%	2	-22%[57.1 µM]	7%	-16%	1
CCCN1CCN(C(=O)C2CCCN(c3ncnc4c3nc3n4CCCCC3)C2)CC1 (stereo not drawn)	1%	-1%	-1%	11%	-1	2%	1%	-26%	-10
CN(C(=O)COC(=O)c1ccccc1OCc1ccc(F)cc1)C1CCS(=O)(=O)C1 (stereo not drawn)	1%	-5%	-5%	1.4%	-6	8%	1%	-28%	7
CCOC(=O)C1=NN(C(=O)c2ccc(C)cc2)C(O)(c2ccc(Cl)cc2)C1 (stereo not drawn)	/	-16%	-2%	0.4%	-1	-3%	1%	-11%	6
O=C(Nc1nc2ccc(F)cc2s1)c1cccc(S(=O)(=O)N2CCc3ccccc32)c1	7%	1%	-2%	-0.1%	-20	11%	1%	-5%	3
NC(=O)c1ccsc1NC(=O)COC(=O)Cc1ccccc1[N+](=O)[O-]	-5%	0%	-2%	/	-2	/	-2%	6%	7
CN(Cc1ccc(C(F)(F)F)cc1)C(=O)c1ccc(Oc2ccccc2)cc1	1%	0%	-6%	1.0%	3	1%	5%	-25%	0
CCOC(=O)c1c(-c2ccc(C)cc2)csc1NC(=O)C1CC=CCC1C(=O)O (stereo not drawn)	6%	5%	-7%	2.3%	-1	2%[57.1 µM]	5%	-1%	-4
OC(COc1c(F)cc(Br)cc1F)CN1CCOCC1 (stereo not drawn)	0%	1%	-1%	1.0%	-6	1%	1%	-15%	-1
CN(C1=NC(=O)C(CC(=O)Nc2ccc(Br)cc2)S1)c1ccc(O)cc1 (stereo not drawn)	1%	-6%	-6%	1.4%	1	1%[57.1 µM]	0%	-10%	0
CCOc1ccccc1NC(=O)CSc1nc2nc(-c3cccs3)cc(C(F)(F)F)c2c(=O)[nH]1	-1%	-11%	-2%	8.7%	-12	10%	3%	-5%	2
Oc1ccc2cccnc2c1	-2%	0%	-8%	2.6%	-2	-12%	7%	-3%	-5

Laid out differently: entries from further up.
| smiles | Vif-A3F inh | Vif-A3G inh | GRP78 ERSR act | RXFP1 ag | LDHA inh | TrxR1 substrate | IDH1 R132H inh | USP1 inh | PI4K2A inh |
| --- | --- | --- | --- | --- | --- | --- | --- | --- | --- |
| NC(=O)c1ccsc1NC(=O)COC(=O)Cc1ccccc1[N+](=O)[O-] | -5% | 0% | -2% | / | -2 | / | -2% | 6% | 7 |
| CN(Cc1ccc(C(F)(F)F)cc1)C(=O)c1ccc(Oc2ccccc2)cc1 | 1% | 0% | -6% | 1.0% | 3 | 1% | 5% | -25% | 0 |
| CCOC(=O)c1c(-c2ccc(C)cc2)csc1NC(=O)C1CC=CCC1C(=O)O (stereo not drawn) | 6% | 5% | -7% | 2.3% | -1 | 2%[57.1 µM] | 5% | -1% | -4 |

(continued)
SMILES	Vif-A3F inh	Vif-A3G inh	GRP78 ERSR act	RXFP1 ag	LDHA inh	TrxR1 substrate	IDH1 R132H inh	USP1 inh	PI4K2A inh
Cc1ccc(Sc2ncccc2C(=O)NCc2cc([N+](=O)[O-])ccc2O)c(C)c1	-6%	0%	5%	-2.9%	-3	-6%	6%	?	-4
CCOc1ccc(NC(=O)CCc2c(C)nc3c(c(C)nn3-c3ccccc3)c2C)cc1	4%	1%	-3%	0.2%	-7	3%	8%	-20%	-11
COCCn1c(C(C)C)nc2oc3ccccc3c(=O)c2c1=O	/	-2%	-1%	3.5%	2	4%	2%	-6%	0
CCOc1ccc(-n2c(-c3ccc(OC)cc3)c[n+]3c2CCCCC3)cc1	-16%	8%	-3%	-0.5%	-1	-15%[57.1 µM]	10%	-7%	-10
CCCSc1nc2c([nH]c3ccccc32)c(=O)n1C	2%	-2%	-3%	3.2%	2	5%[57.1 µM]	13%	-21%	-5
CCCCCC(=O)Nc1nnn(CCC)n1	-4%	2%	1%	-0.2%	-6	3%[57.1 µM]	6%	-4%	-2
CN(C)c1nc(N)nc(CSc2nnnn2C)n1	8%	-1%	0%	0.7%	-9	7%[57.1 µM]	0%	7%	12
COCCOC(=O)c1[nH]c2c(c1C)C(=O)CC(c1ccc(OC)c(OC)c1)C2 (stereo not drawn)	2%	0%	-1%	3.9%	-4	-1%	-11%	-9%	5
COC(=O)c1cnc(N2CCN(c3ccccc3OC)CC2)c2ccccc12	4%	-2%	-2%	0.6%	-1	3%[57.1 µM]	2%	?	7
O=C(OCCC1Oc2cccnc2NC1=O)c1ccc(F)cc1 (stereo not drawn)	-6%	-2%	4%	2.4%	0	1%[57.1 µM]	3%	-15%	0
COc1ncnc2c1ncn2CCCN(C)CCc1ccccn1	-11%	3%	-4%	/	0	/	7%	-19%	3
CCCCn1c(N)c(N(CCOC)C(=O)c2cnccn2)c(=O)[nH]c1=O	10%	-4%	-6%	-0.1%	-5	5%	2%	-16%	2
O=C(NCc1nc2ccccc2[nH]1)C1=C[C@@H](C2CCCCC2)C[C@@H](OCc2ccc(CO)cc2)O1	-2%	0%	-4%	-0.3%	-7	-4%	-6%	5%	-1
CCCN(CC(=O)Nc1cc(C)on1)S(=O)(=O)c1cccc(C(F)(F)F)c1	-1%	1%	0%	-0.4%	-5	-2%	-1%	-20%	-3
O=C(O)CC(CC(=O)O)n1cccc1	0%	1%	-4%	/	-2	9%[57.1 µM]	0%	-16%	-2
COc1ccc(NC(=O)NC(C)c2ccncc2)cc1OC (stereo not drawn)	-4%	1%	-3%	-0.8%	4	5%	7%	-3%	-6
Cn1c(NC(=O)/C=C/c2ccccc2)cc(=O)n(C)c1=O	-1%	-5%	4%	-0.4%	-4	-9%	5%	-16%	2

An excerpt; count on the stated rates, not on these rows.
